Compound activity from PubChem.
MCF10A rerep – inducers of DNA re-replication in MCF 10A breast cells | actives 2.9% (n = 350,000) | MCF 10A DNA re-replication, Hoechst nuclear intensity, 48 h | Potency, µM (titrated, usually from 46.1 µM), inactives show at the top dose activity, positive = re-replication, usual class: activators | AID 624296; also: % of control where 0% means no effect; nearly all actives have a fitted effect of over 50% in size
TGFb SMAD3 inh – blocks TGF-b signaling. Potency, µM (titrated, usually from 46.1 µM), without a hit: top-dose activity, negative = inhibition, actives largely listed as inhibitors. HepG2 CAGA-GFP TGF-b/SMAD3 reporter, GFP fluorescence, 18 h; TGF-beta stimulated, 500 pg/mL final. actives 1.2% (n = 410,000); also: % is scaled to controls: 0 for no effect and ±100 for the full control effect; nearly all actives have a fitted effect of over 65% in size
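HEPG2 CAGA-GFP reporter cells (1000/well, DMEM with 1% FBS) received compounds, then recombinant TGF-beta at 500 pg/mL final for 18 hours at 37 degrees C. Per-cell GFP summed per well was normalised to unstimulated and stimulated DMSO controls before curve fitting.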
S2 tox – reduces viability in counter-screen for ATXN expression inhibitors. S2 cells (HEK-293 line with an ATXN2-luciferase reporter) viability, CellTiter-Fluor protease fluorescence, 24 h. Potency, µM (series often up to 56.7 µM), usual class: cytotoxic. actives 0.49% (n = 400,000). AID 651635; also: nearly all actives have a fitted effect of over 40% in size
HepG2 viability – counter-screen for TGF-b inhibitors: cytotoxicity in HepG2 cells. AID 588856. Potency, µM (highest dose often 46.1 µM), for the others: at the top dose activity change, negative = cytotoxicity, hits mostly cytotoxic. actives 0.76% (n = 410,000). HepG2 CAGA-GFP viability, ATP luminescence, 18 h; also: some results filed as inactive show a strong effect at the top dose
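CellTiter-Glo luminescence gave cytotoxicity after 18 hours at 37 degrees C. The cells were HepG2 CAGA-GFP in 1% FBS DMEM, stimulated with 500 pg/mL TGF-beta after compound addition. %Activity was normalised to no-cell wells (complete cell-killing) and DMSO (no toxicity), and curves were fitted and classified.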
Nrf2 inh – inhibitors of Nrf2 signaling; A549 ARE-Fluc reporter, luciferase luminescence, 18-24 h; Potency, µM (top dose mostly 46 µM), for the others: at the top dose activity change, negative = inhibition, actives largely listed as inhibitors; actives 2.1% (n = 360,000); also: % is scaled to controls: 0 for no effect and ±100 for the full control effect; nearly all actives have a fitted effect of over 60% in size
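Cells were seeded and rested 2 h, then exposed to compounds for 18-24 h. CellTiter-Fluor was read first as a viability measure. BugLite was added 15 min before the final luminescent read of ARE-luciferase activity in A549 cells.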
ATXN2 expr inh – ATXN2 expression inhibition; HEK-293 ATXN2-luciferase reporter, luminescence, 24 h; Potency, µM (highest dose often 57 µM), for the others: top-dose activity change, negative = inhibition, actives largely listed as inhibitors; actives 0.72% (n = 360,000); also: % is scaled to controls: 0 for no effect and ±100 for the full control effect; nearly all actives have a fitted effect of over 55% in size
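qHTS (up to 57 uM final) was run with 24 h compound exposure of reporter cells at 37 °C. Each well was multiplexed: SteadyGlo luminescence measured ATXN2-luciferase expression after a fluorogenic Gly-Phe-AFC viability readout (25 uM final).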
A549 viability – A549 cytotoxicity, counter-screen for Nrf2 inhibitors | AID 504648 | Potency, µM (doses to about 46 µM), without a hit: at the top dose activity change, negative = cytotoxicity, actives largely listed as inhibitors | A549 ARE-Fluc cells, CellTiter-Fluor viability, 18-24 h | actives 0.16% (n = 390,000); also: % is scaled to controls: 0 for no effect and ±100 for the full control effect
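Cytotoxicity counterscreen: CellTiter-Fluor fluorescence was measured in A549 ARE_Fluc cells after 18-24 h of compound exposure in a concentration series. The subsequent BugLite luminescent read reports ARE-luciferase activity.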
EPAC2 antag – blocks human EPAC2 exchange factor; Q8WZA2; EPAC2 GEF exchange of Rap1B-BODIPY-GDP, fluorescence; Potency, µM (top dose mostly 114 µM), for the others: at the top dose activity, negative = inhibition, hits mostly inhibitors; actives 0.18% (n = 360,000); AID 720708; also: % is scaled to controls: 0 for no effect and ±100 for the full control effect; nearly all actives have a fitted effect of over 45% in size; many of its hits are not listed in these tables
Target sequence (Q8WZA2 whole entry, looked up): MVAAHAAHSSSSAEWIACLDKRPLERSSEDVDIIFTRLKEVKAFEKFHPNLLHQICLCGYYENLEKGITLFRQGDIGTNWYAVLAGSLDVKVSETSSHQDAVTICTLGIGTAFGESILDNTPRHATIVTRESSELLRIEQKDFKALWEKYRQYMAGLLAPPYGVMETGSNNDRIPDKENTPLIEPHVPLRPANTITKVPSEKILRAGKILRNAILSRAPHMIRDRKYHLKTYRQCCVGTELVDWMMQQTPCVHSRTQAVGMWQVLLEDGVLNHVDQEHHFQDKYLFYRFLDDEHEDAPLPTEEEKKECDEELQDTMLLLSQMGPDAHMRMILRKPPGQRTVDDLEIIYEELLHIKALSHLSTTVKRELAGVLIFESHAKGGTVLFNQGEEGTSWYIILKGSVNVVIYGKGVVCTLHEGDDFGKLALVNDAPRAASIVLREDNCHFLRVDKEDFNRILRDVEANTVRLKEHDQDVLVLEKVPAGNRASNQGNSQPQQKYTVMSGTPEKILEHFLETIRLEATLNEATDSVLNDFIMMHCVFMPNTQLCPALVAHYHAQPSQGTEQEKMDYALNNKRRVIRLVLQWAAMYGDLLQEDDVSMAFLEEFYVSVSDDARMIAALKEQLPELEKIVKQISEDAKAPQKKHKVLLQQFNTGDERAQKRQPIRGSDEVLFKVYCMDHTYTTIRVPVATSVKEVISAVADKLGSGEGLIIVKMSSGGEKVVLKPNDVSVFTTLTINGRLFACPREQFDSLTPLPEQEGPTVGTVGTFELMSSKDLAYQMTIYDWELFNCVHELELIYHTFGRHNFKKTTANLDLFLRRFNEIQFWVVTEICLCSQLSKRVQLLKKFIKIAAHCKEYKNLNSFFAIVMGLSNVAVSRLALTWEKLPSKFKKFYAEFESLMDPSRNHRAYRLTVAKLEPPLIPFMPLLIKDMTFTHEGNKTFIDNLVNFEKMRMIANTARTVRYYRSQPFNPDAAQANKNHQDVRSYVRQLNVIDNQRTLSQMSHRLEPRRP
Nrf2 activator – Nrf2 pathway activation; AREc32 ARE-luciferase reporter (MCF7-derived line), luminescence, 24 h; Potency, µM (titrated, usually from 46.1 µM), for inactives: at the top dose activation, hits mostly activators; actives 0.31% (n = 410,000); also: % of control where 0% means no effect; nearly all actives have a fitted effect of over 65% in size
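AREc32_Fluc, 1000 cells/well, OPTI-MEM + 5% FBS, o/n 37 deg C 5% CO2; 23 nL cpd by pin tool, 24 hr; Steady-Glo 30 min RT, luminescence.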
Numbers without * were called inactive; i = inactive; ? = inconclusive; nt = no result given; [ ] = dose if it differs, or a comment. Calls follow the shape of the dose curve; as a rule, active = well fitted curve in the direction sought with a large enough effect; inconclusive = small, poorly fitted or top-dose-only effect, or another doubt; inactive = no such curve, though single readings can be large; an effect the other way counts as inactive or inconclusive. Potency is read from the fitted curve at half-maximal effect. A portion of the library; count on the stated rates, not on these rows.

SMILES	MCF10A rerep	TGFb SMAD3 inh	S2 tox	HepG2 viability	Nrf2 inh	ATXN2 expr inh	A549 viability	EPAC2 antag	Nrf2 activator
Cc1ccc(S(=O)(=O)NCCC(=O)N2CCCC(C)C2)cc1 (centres undefined)	3.8%	-8.0%	i	-13.1%	8.7%	0.0%	3.1%	-6.3%	0.1%
COc1ccc(OC)c(C2CC(=O)N(c3cccc(C)c3)C3=C2C(=O)OC3)c1 (centres undefined)	nt	1.8%	nt	-1.8%	-5.4%	nt	-12.4%	nt	0.4%
CN(CC(O)CN)CC(O)CN1CCCCC1 (centres undefined)	1.4%	0.4%	i	11.3%	7.3%	4.8%	-1.1%	16.3%	-0.8%
Cc1cc(C)cc(C(=O)/C=C2\NC(=O)CS2)c1	?	0.8%	i	-39.1%	-11.2%	-11.6%	-1.4%	6.8%	4.2%
O=C(Nc1ccc(CN2CCOCC2)cc1)c1ccc(Cl)cc1Cl	7.3%	?	i	-72.1%	?	-9.5%	5.9%	?	5.6%
CCc1nc(Nc2ccc(N3CCN(C(C)=O)CC3)cc2)c2oc3ccccc3c2n1	?	-3.9%	i	-41.9%	?	-13.1%	-7.6%	-2.7%	0.4%
O=C(NCc1ccc(Cl)cc1)C1CCN(S(=O)(=O)c2ccc3c(c2)CCCN3C(=O)C2CCC2)CC1	nt	0.0%	?	-20.9%	nt	-12.7%	-11.6%	nt	2.9%
Cc1noc(COc2ccccc2OCC(O)CNC(C)(C)C)n1 (centres undefined)	-5.3%	5.8%	i	14.1%	nt	-1.0%	-1.6%	19.3%	0.2%
O=c1c(Cc2ccc(Cl)cc2)c(O)ccn1Cc1ccccc1	4.6%	7.3%	i	-7.6%	nt	?	7.0%	13.1%	-0.6%
CC(=O)OCC(=O)[C@@]1(O)CC[C@H]2[C@@H]3C[C@H](C)C4=CC(=O)C=C[C@]4(C)[C@H]3[C@@H](O)C[C@@]21C	-1.2%	-7.4%	i	-5.0%	0.0517µM*	-2.2%	0.8%	22.1%	0.6%
COc1ccc(C(=O)NCCSc2c[nH]c3ccccc23)cc1OC	nt	-22.9%	i	-20.8%	1.8%[9.27 µM]	-19.6%	10.1%	nt	4.2%
Fc1ccc(-c2cc(-c3ccc(F)cc3)c3c(n2)-c2cc(F)ccc2OC3)cc1	nt	9.4%	i	-31.0%	-16.1%	-2.0%	15.1%	nt	-0.3%
CN(CCOc1ccccc1)C(=O)c1cc(COc2c(F)cccc2F)on1	-2.9%	-4.0%	i	-20.2%	-2.3%	nt	0.1%	-16.7%	3.7%
c1ccc2c(c1)CCCC2NC1=NCCC1 (centres undefined)	-1.7%	-3.0%	i	0.3%	-10.2%	-9.7%	-8.0%	5.9%	-0.5%
CN(CC(O)COc1ccc2ccccc2c1)C1CCCCC1 (centres undefined)	?	-7.7%	i	-5.8%	2.8%	-13.1%	-7.8%	11.0%	2.8%
Cc1cccc(N(CC(=O)NCCSCc2ccccc2)S(C)(=O)=O)c1C	-0.8%	-0.9%	i	2.2%	-5.9%	-2.0%[11.3 µM]	2.2%	-4.4%	-0.3%
COc1ccc(C(=O)Nc2cc(C)on2)cc1OC	15.3%	17.4%	i	-2.7%	?	nt	-12.6%	13.2%	-0.9%
CC(CCCc1ccccc1)NC(=O)c1nn(-c2ccc(Cl)cc2)nc1CO (centres undefined)	nt	0.0%	nt	-19.9%	?	nt	6.2%	nt	1.1%
O=C(NC1CCN(Cc2nnnn2CCc2ccccc2)CC1)c1ccccc1F	0.5%	-13.3%	i	-6.5%	1.9%	0.4%	18.2%	-1.6%[57.1 µM]	-0.3%
CN(Cc1nc2ccccc2n1C)C(=O)c1cccs1	-1.5%	-2.6%	i	-2.7%	-6.0%	3.0%	-8.2%	-1.0%	0.1%
c1ccc(COn2c(-c3ccccc3)nc3c2CCc2nonc2-3)cc1	?	12.4%	i	-1.1%	10.8%	53.4%[activator]	-0.1%	5.5%	0.7%
CC12CN3CC(C)(CN(C1)C3c1ccc(Br)cc1)C2 (centres undefined)	-0.3%	3.3%	i	-0.3%	15.2%	-9.8%	18.3%	2.8%[57.1 µM]	-0.5%
CC(=O)Oc1ccc(N2C(=O)C3C4C=CC(O4)C3C2=O)cc1 (centres undefined)	-0.5%	-3.1%	i	-41.7%	-2.8%	9.0%	-3.1%	-0.8%	5.1%
CS(=O)(=O)N(CC(=O)NC1CCCCCC1)Cc1ccc(Cl)cc1	-7.4%	1.1%	i	1.2%	nt	-4.6%	21.2%	9.3%	0.0%
COCCn1c(N)c(C(=O)NCc2cccs2)c2nc3ccccc3nc21	8.2µM*	?	nt	-12.4%	23.1µM*	0.0%	7.1%	-15.5%	3.2%

3 structures out of the list, sorted by number of heavy atoms, largest number first.
SMILES	MCF10A rerep	TGFb SMAD3 inh	S2 tox	HepG2 viability	Nrf2 inh	ATXN2 expr inh	A549 viability	EPAC2 antag	Nrf2 activator
O=C(NC1CCN(Cc2nnnn2CCc2ccccc2)CC1)c1ccccc1F	0.5%	-13.3%	i	-6.5%	1.9%	0.4%	18.2%	-1.6%[57.1 µM]	-0.3%
c1ccc(COn2c(-c3ccccc3)nc3c2CCc2nonc2-3)cc1	?	12.4%	i	-1.1%	10.8%	53.4%[activator]	-0.1%	5.5%	0.7%
COc1ccc(C(=O)NCCSc2c[nH]c3ccccc23)cc1OC	nt	-22.9%	i	-20.8%	1.8%[9.27 µM]	-19.6%	10.1%	nt	4.2%

Other entries.
SMILES	MCF10A rerep	TGFb SMAD3 inh	S2 tox	HepG2 viability	Nrf2 inh	ATXN2 expr inh	A549 viability	EPAC2 antag	Nrf2 activator
Cc1ccc(NC(=O)CSc2nnc(-c3ccncc3)s2)cc1	6.3%	3.6%	i	2.0%	-12.1%	0.2%	0.2%	11.1%	0.8%
CC(=O)c1c(C)[nH]c(C(=O)OC(C)C(=O)Nc2ccc(C)c(S(=O)(=O)N3CCOCC3)c2)c1C (centres undefined)	4.2%	-12.5%	i	-9.5%	-0.2%	-12.0%	-7.0%	-12.6%	4.6%
CN(C)CCCCOc1cccc(Br)c1	2.6%	-10.1%	i	-13.7%	12.2%	2.2%	6.4%	11.7%	0.1%
O=S(=O)(NCCc1cn2ccccc2n1)c1ccc(F)c(C(F)(F)F)c1	2.8%	-1.3%	i	-3.3%	-8.7%	-2.0%	-2.9%	9.8%	0.8%
Cc1ccc(C(=O)OCc2nnc(-c3ccccc3)o2)o1	-0.4%	20.9%	i	-36.7%	-1.0%	-6.6%	2.0%	12.1%	1.7%
CCCCN(CCCC)CCCNC(=O)c1ccc2nc(-c3ccccc3NC(C)=O)c(=O)[nH]c2c1	3.9%	5.0%	i	-2.0%	11.0%	nt	-4.4%	5.5%	-0.6%
N#Cc1ccccc1OCC(=O)OCC(=O)NC1CCCCCC1	-2.1%	0.8%	i	9.2%	6.1%	10.9%	-0.4%	4.7%	-0.1%
CCN(CC)Cc1c(O)ccc2c(-c3ccccc3)cc(=O)oc12	2.8%	-0.6%	i	-2.4%	-5.5%	6.4%	-4.1%	6.6%	0.2%
Cc1ccc2[nH]c3c(=O)n(N)c(=O)[nH]c3c2c1	7.3%	25.4%	i	19.2%	8.9%	-1.3%	-4.5%	-4.3%	2.3%
CC(C)CCNC(=O)c1cccc(S(=O)(=O)N2CCc3ccccc32)c1	14.7%	4.1%	i	-22.5%	-0.7%	-8.6%	2.0%	-6.4%	-0.3%
Cc1nc(-c2ccc(Cl)cc2)sc1C1(C)CC(c2c(Cl)cccc2Cl)=NO1 (centres undefined)	?	-3.1%	i	-13.4%	-4.6%	-7.4%	3.5%	-3.0%	3.2%
COc1ccc(C(=O)NCCN2CCOCC2)c(OC)c1OC	-0.5%	0.4%	i	-28.1%	-9.2%	-9.4%	-11.0%	-6.5%	-0.7%
CCNc1nc(NCC)nc(OCCNS(=O)(=O)c2ccccc2)n1	-5.4%	-0.2%	i	-2.0%	-5.0%	4.1%	-4.6%	1.7%	0.1%
CCCCNc1nc(Oc2ccc(OCC(N)=O)nn2)nc(N2CCOCC2)n1	nt	-3.9%	i	-3.5%	27.4%	0.2%	3.0%	nt	-0.4%
CN1CCN(S(=O)(=O)c2cccc(C(=O)Oc3ccccc3Cl)c2)CC1	-0.4%	?	i	1.1%	-3.2%	-7.7%	-1.0%	3.1%	0.2%
CCCn1ncc(CN2CCC(Oc3ccc(C(=O)N4CCCC4)cc3)CC2)c1C	-1.9%	14.8%	i	8.2%	-4.4%	-2.0%	-16.6%	-5.7%	-1.2%
Cc1cccnc1NC(=O)c1ccc(Cl)c(S(=O)(=O)N2CCCCC2)c1	9.9%	-17.4%	i	-6.0%	-9.0%	3.7%	12.7%	8.1%	5.8%
COc1cc(OC)cc(-c2nnc(SCC(=O)N(C(C)C)C(C)C)o2)c1	?	2.2%	i	-3.4%	-1.5%	1.8%	4.2%[1.84 µM]	-1.3%	-0.4%
O=C(COc1cccc(C(F)(F)F)c1)NNC(=O)Cc1ccc(S(=O)(=O)N2CCOCC2)s1	6.6%	-0.8%	?	4.2%	-2.6%	2.9%	-1.8%	0.6%	0.7%
CCOC(=O)c1c(C)[nH]c(C(=O)N(C)Cc2cccc(OC)c2OC)c1C	12.3%	-10.6%	i	-8.9%	-21.9%	-10.9%	3.7%	-16.9%	4.1%
O=C(CN1C(=O)CCC1=O)Nc1ccc(Br)cc1	18.6%	-4.1%	i	0.1%	?	2.6%	-14.8%	6.5%	-0.5%
COc1ccc(NC(=O)c2ccc3c(c2)N(Cc2cccc(Cl)c2)C(=O)c2ccccc2S3(=O)=O)cc1Cl	nt	-7.9%	i	-10.3%	11.8%	-0.7%	1.1%	nt	-0.1%
COc1ccc(S(=O)NC2CCCCC2)c(OC)c1C (centres undefined)	9.0%	21.8%	i	12.3%	nt	3.4%	-9.3%	4.5%	2.0%
CON(C)c1nc(NCC(C)C)nc(OCC#N)n1	-2.0%	-22.6%	i	0.8%	7.9%	33.3%	4.1%	11.5%	-0.9%
CC(=O)N(C1=C(O)c2ccccc2C(=O)C1=O)C1CCCCC1	2.0%	-0.4%	i	-27.2%	-4.7%	-9.8%	-27.4%	-4.1%	-0.1%
